ABHD5 PLIN5 PPI: ABHD5-PLIN5 interaction inhibitors, primary screen, cell lysate, split luciferase complementation, luminescence; Perilipin-5 (Homo sapiens) + 1-acylglycerol-3-phosphate O-acyltransferase ABHD5 (Homo …; 360,000 compounds, 0.78% hits; inhibition, % at 4 µM; Split G. princeps luciferase complementation, 4 h;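 active = inhibition above the mean inhibition across every tested compound plus 3 SD, cut at about 22% in these data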;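 also: 0% = DMSO only wells and the 100% control is not disclosed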
MC4R ag barr: MC4R agonists recruiting beta-arrestin, primary screen, cell-based, luminescence, agonist arm of biased-ligand search. 360,000 compounds, 0.98% hits. activation, % at 8.9 µM. Melanocortin receptor 4 (Homo sapiens), P32245. AID 540308, 2011. U2OS MC4R beta-arrestin complementation; percent of melanotan II response, DMSO zero;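 active = activation above a per-plate cutoff, the mean activation of sample wells on that plate plus 3 SD, cut at about 8% in these data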
NCOA1 inh: SRC1 coactivator transcriptional activity inhibitors, primary screen, cell-based, luminescence; HEK293 GAL4-SRC1 luciferase reporter; inhibition, % at 3.6 µM; 360,000 compounds, 0.12% hits;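 active = inhibition above the campaign mean plus 3 SD, with each screening campaign given its own cutoff, cut at about 60% in these data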;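 also: 0% = DMSO treated cells and 100% = gossypol at 36 µM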
LMP1 NFkB inh: EBV LMP1-driven NF-kappaB luciferase reporter inhibitors, primary screen, cell-based, luminescence, single point. LMP1-induced NF-kappaB luciferase reporter cells. inhibition, % at 12.5 µM. 350,000 compounds, 0.69% hits. AID 504558, 2011; in the data active = inhibition above about 41%;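 also: 0% = neutral control wells and 100% = reference inhibitor control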
COUP-TFII inh: NR2F2 transcriptional activity inhibitors, primary screen, cell-based, luciferase reporter, HEK293T, luminescence | COUP transcription factor 2 (Homo sapiens), P24468 | HEK293T NGFI-A luciferase reporter | inhibition, % at 8.6 µM | 370,000 compounds, 0.7% hits | AID 686940, 2013;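 active = inhibition above a per-plate cutoff, mean inhibition of test wells between control levels plus 3 SD, cut at about 38% in these data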;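 also: cells cotransfected with COUP-TFII expression vector driving the NGFI-A reporter; 0% = median of COUP-TF2 test wells and 100% = reporter-only cells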
NCOA2 inhibitor: inhibition of GAL4-SRC2 driven luciferase reporter, primary screen, SRC2 inhibitor project, cell-based, luminescence; Nuclear receptor coactivator 2 (Homo sapiens), Q15596; HEK293 GAL4-SRC2 luciferase reporter; inhibition, % at 9 µM; 370,000 compounds, 0.17% hits;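 active = inhibition above the mean inhibition of all tested compounds plus 3 SD, set per campaign, cut at about 52% in these data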;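 also: 0% = DMSO treated cells and 100% = cells given Gossypol at 36 µM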
NOD2 RIPK2 PPI: NOD2-RIPK2 binding disruptors in cells, primary screen, fluorescence, CHO cells, BLA complementation | inhibition, % at 4.98 µM | Receptor-interacting serine/threonine-protein kinase 2 (Homo sapiens), O43353 | 360,000 compounds, 0.38% hits | CCF4 ratio | AID 624267, 2012; in the data active = inhibition above about 21%;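 also: 0% = vehicle only and 100% = reference blocker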
Target sequence (O43353 whole entry, looked up): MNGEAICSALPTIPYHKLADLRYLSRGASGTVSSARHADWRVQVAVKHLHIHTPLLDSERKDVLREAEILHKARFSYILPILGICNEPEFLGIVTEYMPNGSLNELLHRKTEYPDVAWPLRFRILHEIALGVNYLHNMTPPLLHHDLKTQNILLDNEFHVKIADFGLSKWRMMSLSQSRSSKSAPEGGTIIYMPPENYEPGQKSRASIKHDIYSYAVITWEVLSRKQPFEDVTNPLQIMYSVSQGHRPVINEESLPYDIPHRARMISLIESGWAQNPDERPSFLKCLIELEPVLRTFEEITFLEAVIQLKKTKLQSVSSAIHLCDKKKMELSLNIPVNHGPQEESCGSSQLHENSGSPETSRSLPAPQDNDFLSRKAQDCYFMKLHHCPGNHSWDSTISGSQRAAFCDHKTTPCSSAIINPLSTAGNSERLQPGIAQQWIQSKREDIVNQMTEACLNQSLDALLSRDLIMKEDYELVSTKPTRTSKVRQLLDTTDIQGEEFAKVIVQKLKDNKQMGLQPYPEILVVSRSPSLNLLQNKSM
LRH-1 inv ag: LRH-1 (NR5A2) inverse agonists, primary screen, cell-based, luminescence, HEK293T, StAR-luciferase reporter. Nuclear receptor subfamily 5 group A member 2 (Homo sapiens), O00482. LRH-1 transfected, 24 h. inhibition, % at 3.6 µM. 360,000 compounds, 0.13% hits. AID 602396, 2012;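 active = inhibition above the mean inhibition of all tested compounds plus 3 SD, cut at about 73% in these data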;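 also: 0% = DMSO wells and 100% = reporter-only cells lacking LRH-1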
Target sequence (O00482 whole entry, looked up): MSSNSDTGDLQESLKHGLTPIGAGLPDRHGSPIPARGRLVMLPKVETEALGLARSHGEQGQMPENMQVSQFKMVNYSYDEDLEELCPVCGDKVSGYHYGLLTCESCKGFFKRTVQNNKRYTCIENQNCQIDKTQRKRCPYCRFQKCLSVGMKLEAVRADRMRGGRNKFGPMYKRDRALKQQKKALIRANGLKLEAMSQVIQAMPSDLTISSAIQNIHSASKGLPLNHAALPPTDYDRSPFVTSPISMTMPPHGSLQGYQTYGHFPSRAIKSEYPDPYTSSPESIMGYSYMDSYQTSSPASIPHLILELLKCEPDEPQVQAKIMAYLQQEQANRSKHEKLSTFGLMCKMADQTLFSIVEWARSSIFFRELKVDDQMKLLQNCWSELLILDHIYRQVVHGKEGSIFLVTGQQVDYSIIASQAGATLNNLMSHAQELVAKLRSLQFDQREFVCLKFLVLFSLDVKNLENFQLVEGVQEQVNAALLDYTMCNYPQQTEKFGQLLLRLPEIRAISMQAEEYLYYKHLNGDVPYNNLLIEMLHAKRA
SRC3 inh: SRC3 coactivator transcriptional activity inhibitors, primary screen, cell-based, luminescence | inhibition, % at 3.6 µM | AID 588352, 2011 | HEK293 GAL4-SRC3 luciferase reporter | 360,000 compounds, 0.17% hits | Nuclear receptor coactivator 3 (Homo sapiens), Q9Y6Q9;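 active = inhibition above a per-campaign cutoff, the mean of all compounds plus 3 SD, cut at about 60% in these data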;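 also: 0% = DMSO-treated cells and 100% = gossypol-treated cells at 36 µM; higher means less SRC3-driven luciferase light from the GAL4 reporter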
MC4R antagonist: MC4R antagonists of cAMP signaling, primary screen, cell-based, TR-FRET, antagonist arm of biased-ligand search; 360,000 compounds, 0.48% hits; MC4R-expressing cells, MTII-stimulated cAMP, LANCE TR-FRET; inhibition, % at 6.5 µM; Melanocortin receptor 4 (Homo sapiens), P32245; AID 540295, 2011;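 active = inhibition above its plate's cutoff, the mean of tested wells on that plate plus 3 SD, cut at about 29% in these data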;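 also: 0% = Melanotan II alone and 100% = Melanotan II plus saturating MCL0020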
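System: U2OS cells stably expressing human melanocortin 4 receptor (MC4R). Reagent: Melanotan II challenge after compound preincubation. Doses: 6.5 µM. Times: 30-min compound, 1-h challenge, 1-h detection, room temperature. Measured by: TR-FRET with Eu-cAMP and labeled anti-cAMP, 671 nm. Replicates: singlicate.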
TLR9-MyD88 block: inhibitors of TLR9-MyD88 association in cells, primary screen, cell-based, CHO, BLA complementation, fluorescence; Toll-like receptor 9 (Homo sapiens) + Myeloid differentiation primary response protein …; CCF4 FRET ratio; inhibition, % at 4.98 µM; 340,000 compounds, 0.21% hits;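 active = inhibition above the mean over all tested compounds plus 3 SD, cut at about 21% in these data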;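 also: 0% = DMSO only wells and 100% = clavulanate BLA inhibitor control wells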
Active calls of the source: *; / = not tested or not shown. A portion of the library; rates above refer to the full screens.

ABHD5 PLIN5 PPI	MC4R ag barr	NCOA1 inh	LMP1 NFkB inh	COUP-TFII inh	NCOA2 inhibitor	NOD2 RIPK2 PPI	LRH-1 inv ag	SRC3 inh	MC4R antagonist	TLR9-MyD88 block	Compound
2	0.8	6	-1	0	-16	-8	10	18	3	-3	CCCCNC(=O)N(C)c1nncnc1C(=O)NC
-5	-3.4	4	-2	-11	-14	8	-12	8	-15	1	O=Nc1ccc(NOC(=O)c2ccccc2Br)cc1
-3	4.0	14	0	13	-14	-1	-4	7	1	1	Cc1ccccc1NC(=O)C(=O)N/N=C/c1cccc(Br)c1
3	-3.5	-71	-32	-36	-50	-3	-60	-68	6	-9	COc1ccc(OCc2cc(C(=O)N3CCCC3)no2)c2ccccc12
-5	1.3	-36	-2	-9	-44	1	-41	-24	-2	-2	Cc1ccccc1C(=O)Nc1nnc(SC(C)C)s1
-7	3.0	-51	-21	-19	-48	-8	-50	-54	23	-3	COc1cc2c(cc1NC(=O)C(C)OC(=O)/C=C/c1ccc(OC(F)F)cc1)oc1ccccc12 (configuration not stated)
-3	-0.8	-26	-5	-9	-16	3	-20	7	8	-6	CCOc1ccc(N(CC(=O)Nc2ccc(CC)cc2)S(=O)(=O)c2c(C)[nH]c(=O)[nH]c2=O)cc1
-3	0.2	10	-3	-4	11	1	5	18	5	-4	Cc1nc2ncnn2c(N2CCN(C(c3ccccc3)c3ccccc3)CC2)c1C
3	0.6	-53	4	-5	3	-3	11	-1	3	6	CN1CCN(NC(=O)Nc2ccc(Br)cc2)CC1
2	22*	16	24	-9	-3	-1	4	7	10	-6	Cc1ccc(NC(=O)c2ccc(-c3nn(C)c(=O)c4ccccc34)cc2)cc1
-1	-1.1	3	-25	-10	-1	-12	7	-2	-1	-6	O=c1oc2ccccc2c2c1C(c1ccc(Cl)cc1)Nc1ccc3ccccc3c1-2 (configuration not stated)
-1	-2.5	1	-10	3	0	-4	8	0	6	6	O=C(O)COc1ccc(S(=O)(=O)c2ccc(OCC(=O)O)cc2)cc1
3	/	5	/	-4	4	-7	18	-5	/	/	C#CCN(CC(=O)OCC)S(=O)(=O)CCNC1CC1
-4	0.3	-1	7	-6	8	2	-1	3	-2	4	Cc1ccc2cccc([N+](=O)[O-])c2n1
6	2.0	-7	-5	-39	-42	10	9	-4	0	8	Cc1cc(=O)oc2ccc(OCc3ccccc3)cc12
7	1.6	-41	12	0	-7	5	-13	0	12	-15	CCN1CCCC1CN(Cc1cc2ccc(C)c(C)c2[nH]c1=O)C(=O)Nc1ccccc1OC (configuration not stated)
0	0.9	-11	-7	21	24	-12	8	5	3	-13	O=C1CC(c2ccc(S(=O)(=O)NC3CC3)cc2)CN1 (configuration not stated)
19	-1.4	-12	-5	-5	-8	1	-5	10	25	-9	CCOc1ccc(N2C(=O)CC(Sc3ccccc3C(=O)O)C2=O)c([N+](=O)[O-])c1 (configuration not stated)
2	0.1	-145	-2	11	22	5	-15	18	11	4	CCC1CCCCN1S(=O)(=O)c1ccc(S(=O)(=O)N(Cc2cccs2)C2CC2)cc1 (configuration not stated)
0	-0.5	0	0	3	4	-7	5	7	7	11	COc1cc(/C=N/NC(=O)C2CCN(CC(O)COCc3ccccc3)CC2)ccc1O (configuration not stated)
-4	-1.2	-16	-25	-14	-11	-10	14	10	114*	-10	CCN(CC)S(=O)(=O)c1ccc(OC)c(NC(=O)COc2ccc3c(C)cc(=O)oc3c2)c1
-4	-1.7	4	2	-1	-32	4	-10	5	6	-14	O=C(CCN1C(=O)c2ccccc2S1(=O)=O)Nc1cccc(F)c1
8	-0.8	1	3	/	/	0	7	-12	7	8	Cc1ccc(NC(=O)c2ccsc2)cc1NS(C)(=O)=O
6	-0.7	10	31	23	81*	-3	15	30	-2	-3	O=C(O)CCSc1ncnc2sc(-c3ccccc3)cc12
10	-1.5	-2	-3	15	-22	6	6	-41	-2	3	CC(C)n1c(=O)nc(-c2ccccc2)c2cc3c(cc21)OCO3
-1	-3.5	-30	3	2	8	-10	-12	-8	8	-6	CCCCNC(=S)NNC(=O)c1cc(-c2ccncc2)nc2ccccc12
3	-1.4	-10	3	5	-15	5	2	-14	3	6	O=[N+]([O-])c1cccc(CP(=O)(c2ccccc2)c2ccccc2)c1
6	3.2	12	-1	13	-4	-3	-15	10	-9	-3	CCN(CC)C(=O)C1CCCN(Cc2ccc(F)c(F)c2)C1 (configuration not stated)
-10	-2.3	-8	-8	/	/	-5	11	8	-5	-10	COc1ccccc1CNc1ccc(N2CCCCC2)cc1
2	-1.7	-17	1	3	3	1	1	-45	5	-13	CCOC(=O)C1=C(C)NC(C)=C(C(=O)OCC)C1C(=O)OCC(=O)NCCc1ccccc1
10	0.8	58	/	18	45	11	28	53	-40	/	CN(C)C(=O)c1cccc(-c2cnc3sc(NCc4ccc5c(c4)OCO5)nn23)c1
6	-0.1	-55	-14	/	/	-3	25	-7	-1	1	CCN(CC)CCN(C(=O)c1ccc(S(=O)(=O)N2CCCCC2)cc1)c1nc2cc3c(cc2s1)OCO3
-5	-3.4	-6	-5	18	9	0	15	-6	7	11	Cc1ccc(-c2nn(Cc3ccccc3)cc2C(=O)NCC2CCCO2)cc1 (configuration not stated)
1	6.6	-19	-1	6	-1	-5	-17	-14	0	-8	CCOC(=O)c1sc2cc([N+](=O)[O-])cc(SCCO)c2c1N
1	-0.3	-5	2	-24	2	6	-15	2	12	12	O=C(c1ccc(CS(=O)c2ccccc2Cl)o1)N1CCCCCC1 (configuration not stated)
-19	0.7	5	-8	4	6	-5	7	-23	0	6	CCOc1cc(CNc2ccccc2)cc(Br)c1OCc1ccccc1F
-2	0.1	-11	9	-33	-3	-5	-7	-19	1	3	COc1ccc(-c2ccc(-c3cc(=O)oc4cc(OC)c(OC)c(OC)c34)cc2)cc1OC
1	0.2	-6	-3	17	4	-12	7	2	0	-3	COC(=O)[C@H](C)NC(=O)Nc1ccccc1F
1	-1.2	-101	2	5	-37	-2	-7	-7	5	6	O=C(CN1C(=O)C2CC=CCC2C1=O)Nc1ccc(S(=O)(=O)Nc2nccs2)cc1 (configuration not stated)
0	1.1	9	4	10	-11	-3	20	8	14	-9	CC(C)C(=O)Nc1cc2c(cc1C(=O)c1ccccc1)OCCO2
-2	-1.0	-28	13	26	-14	-2	-10	10	12	14	CCOc1cc(C(=S)N2CCCC2)ccc1OC
-2	1.2	-10	-5	-7	-8	-5	-32	-8	-2	-10	CC1CCc2c(sc(NC(=O)c3ccc(Cn4cc([N+](=O)[O-])cn4)o3)c2C#N)C1 (configuration not stated)
-3	-0.6	-53	-15	-17	-54	-3	-22	-52	-5	1	CC(=O)Nc1cc2c(cc1Cl)-c1ccccc1C2
1	0.1	2	10	3	22	-6	-11	-2	5	0	Cc1ccc2c(c1)S(=O)(=O)N(C)C(c1ccccc1)=C2
-16	0.7	-8	2	-16	-3	-7	-34	-3	25	13	COc1ccc(OCCCC(=O)Oc2ccc(OC)cc2)cc1
-2	2.2	-1	0	0	0	-6	-7	10	1	6	Cc1cc(NC(=O)C(C)SCC(=O)OCC(=O)Nc2c(C)cccc2C(C)C)no1 (configuration not stated)
-7	-0.5	8	3	17	-13	-7	-8	-31	7	-5	COCCNS(=O)(=O)c1ccc(-c2ccc(C)cc2)cc1
0	-1.6	-12	2	11	1	-13	9	13	3	5	O=C(CCCCCNC(=O)c1ccccc1)C[N+](=O)[O-]
3	/	/	/	3	5	50*	19	/	/	/	COc1ccc(NC(=O)C(c2ccccc2F)n2c(=O)c(-c3cc4ccccc4[nH]3)nc3ccccc32)cc1 (configuration not stated)
-4	1.6	0	-3	2	-4	-6	-10	-28	-4	-10	CCOC(=O)c1c(NC(=O)Cn2cnc([N+](=O)[O-])n2)sc2c1CCCC2
-10	-0.2	-20	-4	17	12	-24	-19	12	0	2	O=C(Cc1coc2ccc3ccccc3c12)N1CCc2ccccc21
-4	0.4	-8	5	11	-22	-2	4	-15	12	-3	NC(=O)[C@@H]1CCCCNc2c(F)cc([N+](=O)[O-])cc2C(=O)N[C@@H](CC(=O)O)C(=O)NCC(=O)N1
10	-0.9	5	-2	-5	-5	2	1	-18	3	0	CCO[C@H]1OC(C(=O)NCc2nc3ccccc3[nH]2)=C[C@@H](c2cn(C(C)=O)c3ccccc23)[C@@H]1CCCO
-2	-0.6	-6	-6	-2	-12	-13	8	-3	-7	-8	O=C(CCC1CCCC1)N1CCN(S(=O)(=O)Cc2ccccc2)CC1
-1	-0.4	-7	-13	10	28	-7	-23	-7	7	0	O=C(C1CCCN(Cc2ccccc2C(F)(F)F)C1)N1CCCCC1 (configuration not stated)
7	3.6	-10	-2	8	-16	-9	22	3	-2	0	Cc1nnc(NCc2ccco2)c2ccccc12

(continued)
ABHD5 PLIN5 PPI	MC4R ag barr	NCOA1 inh	LMP1 NFkB inh	COUP-TFII inh	NCOA2 inhibitor	NOD2 RIPK2 PPI	LRH-1 inv ag	SRC3 inh	MC4R antagonist	TLR9-MyD88 block	Compound
11	0.9	-35	-5	-11	-30	8	-13	-19	-6	-14	O=C1CSC(=O)N1CC(O)COc1ccc(Cl)cc1 (configuration not stated)
-6	0.5	4	11	21	-12	-1	-14	8	9	-10	O=C(CN1CCCCC1)Nc1ccccc1
6	5.2	12	-3	-6	4	3	9	6	-5	-4	CCCC[C@@H]1CNCCN1CCc1cccc2ccccc12
0	2.8	15	-4	23	-24	2	4	20	-3	0	Cc1cnc(NC(=O)CN(C)S(=O)(=O)c2ccc(Cl)cc2)s1
-5	-0.6	-4	3	-1	-37	-7	-1	3	-2	-1	COC(=O)c1cc(NC(=O)C2CC=CCC2C(=O)O)cc(C(=O)OC)c1 (configuration not stated)
